MITF primary = MITF inhibitors, primary screen, biochemical, AlphaScreen, human | Microphthalmia-associated transcription factor (Homo sapiens), O75030 | AlphaScreen MITF homodimerization, bead proximity signal | inhibition, % at 2.6 µM | 650,000 tested, 0.91% active; in the data active = inhibition above about 50%;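 also: 0% = vehicle wells with protein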
GPR151 activ = activators of human GPR151, primary screen, cell-based, PathHunter beta-arrestin, luminescence | AID 1508602, 2020 | G-protein coupled receptor 151 (Homo sapiens), Q8TDV0 | PathHunter beta-arrestin GPR151 cells | activation, % at 11.2 µM | 650,000 tested, 1% active; in the data active = activation above about 4.9%;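 also: 0% = median of compound wells and 100% = cells with positive control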
Target sequence (Q8TDV0 whole entry, looked up): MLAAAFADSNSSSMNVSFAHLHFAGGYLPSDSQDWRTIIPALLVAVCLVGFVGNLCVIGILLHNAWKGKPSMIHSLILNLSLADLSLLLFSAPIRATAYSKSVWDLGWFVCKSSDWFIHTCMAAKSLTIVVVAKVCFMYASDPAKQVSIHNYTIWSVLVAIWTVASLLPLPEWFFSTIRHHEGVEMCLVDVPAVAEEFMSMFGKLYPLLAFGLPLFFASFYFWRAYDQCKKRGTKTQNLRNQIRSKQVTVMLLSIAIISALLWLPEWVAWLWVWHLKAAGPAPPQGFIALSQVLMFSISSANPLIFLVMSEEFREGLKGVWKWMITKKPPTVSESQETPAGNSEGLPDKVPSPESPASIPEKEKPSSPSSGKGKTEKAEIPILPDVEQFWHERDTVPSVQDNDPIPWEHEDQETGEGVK
TEAD-YAP block = TEAD-YAP interaction inhibition, primary screen, TEAD-YAP interaction inhibitor project, luminescence, HEK-TIYL cells; 640,000 tested, 1.4% active; TEAD-Gal4/YAP UAS-luciferase luminescence; AID 1259422, 2018; inhibition, % at 9.12 µM; in the data active = inhibition above about 32%;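 also: 0% = median of test compound wells and 100% = reference inhibitor wells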
FBW7 activator = FBW7 E3 ligase activators, primary screen, biochemical, AlphaScreen, human; AlphaScreen FBW7–phospho-cyclin E peptide binding, activator screen; normalized activity (activation), % at 26.1 µM; 650,000 tested, 0.13% active; F-box/WD repeat-containing protein 7 (Homo sapiens), Q969H0; in the data active = normalized activity above about 1.9%;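 also: purified mutant Fbw7 with reduced substrate affinity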
Target sequence (Q969H0 whole entry, looked up): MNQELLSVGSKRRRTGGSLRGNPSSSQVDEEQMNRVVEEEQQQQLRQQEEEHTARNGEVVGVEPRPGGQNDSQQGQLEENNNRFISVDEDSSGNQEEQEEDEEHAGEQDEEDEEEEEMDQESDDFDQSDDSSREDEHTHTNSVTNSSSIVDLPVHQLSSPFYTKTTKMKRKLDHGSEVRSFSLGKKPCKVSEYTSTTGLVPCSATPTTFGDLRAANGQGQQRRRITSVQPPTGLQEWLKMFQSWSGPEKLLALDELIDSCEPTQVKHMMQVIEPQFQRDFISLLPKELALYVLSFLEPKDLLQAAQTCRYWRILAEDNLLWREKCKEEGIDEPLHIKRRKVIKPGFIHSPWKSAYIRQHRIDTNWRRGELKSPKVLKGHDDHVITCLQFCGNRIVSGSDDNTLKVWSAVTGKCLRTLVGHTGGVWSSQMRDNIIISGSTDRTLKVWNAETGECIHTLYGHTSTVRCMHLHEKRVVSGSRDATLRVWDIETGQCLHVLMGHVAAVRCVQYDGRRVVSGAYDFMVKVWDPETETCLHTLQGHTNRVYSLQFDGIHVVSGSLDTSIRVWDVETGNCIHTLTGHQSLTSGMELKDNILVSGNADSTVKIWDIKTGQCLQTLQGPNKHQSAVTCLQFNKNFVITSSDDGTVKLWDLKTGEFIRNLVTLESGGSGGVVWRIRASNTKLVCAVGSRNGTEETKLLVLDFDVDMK
Numbers without * were called inactive.

SMILES	MITF primary	GPR151 activ	TEAD-YAP block	FBW7 activator
Cc1ccc(N2C(=O)c3ccc(C(=O)N4CCCC4)cc3C2=O)cc1C	4	-0.9	-3	0.1
COc1cccc(Nc2nc(NCCO)c3ccccc3n2)c1	13	-0.5	18	0.1
CC1CC(C)CN(S(=O)(=O)c2ccc(C(=O)OCC(=O)c3ccccc3)cc2)C1 (stereo not drawn)	1	-1.2	3	0.1
N#CSc1ccc(NS(=O)(=O)c2ccc3c(c2)OCCO3)c(F)c1	5	0.6	4	0.1
CCOC(=O)C1=C(C)NC(C)=C(C(=O)OCC)C1C(=O)OCC(=O)N1CCOCC1	20	-0.2	1	0.2
O=C(CCN1CCN(c2ccccc2)CC1)Nc1cccc(Br)c1	7	1.1	-9	-0.1
Cc1ccccc1S(=O)Cc1ccc(C(=O)N2CCCCCC2)o1 (stereo not drawn)	-11	-0.5	-5	0.1
COc1cc(/C=C/C(=O)NC(C)C)ccc1OCc1ccccc1	-34	0.3	5	0.0
COc1cc(N2CCN(S(=O)(=O)c3ccc4ccccc4c3)CC2)nc(C)n1	-1	-0.5	-5	-0.1
O=c1c2ccccc2nc(SCc2c(F)cccc2F)n1C1CCCCC1	-19	-1.9	-6	0.0
O=C(Nc1c2c(nn1-c1ccc(Cl)cc1)CS(=O)(=O)C2)C12CC3CC(CC(C3)C1)C2	-4	-0.6	0	0.0
CCOC(=O)c1cnc(SCC(=O)Nc2c(F)c(F)cc(F)c2F)nc1N	1	-0.8	-6	-0.1
CC(C)c1ccc(NC(=O)C2C3C=CC4(O3)C2C(=O)N(CCN2CCOCC2)C4C(=O)NC2CCCCC2)cc1 (stereo not drawn)	-12	-0.4	4	0.0
O=C1CN(C(=O)c2ccc(Cl)cc2)c2ccccc2N1	11	-0.5	-7	0.1
O=C(COC(=O)CCN1C(=O)C2CC=CCC2C1=O)Nc1ncc(Cl)cc1Cl (stereo not drawn)	-12	0.7	5	-0.1
CC(C)OCCCN1C(=O)C2C(C(=O)Nc3ccc(Cl)c(Cl)c3)C3C=CC2(O3)C1C(=O)NC1CCCCC1 (stereo not drawn)	-8	-0.4	-1	-0.1
CCC1(C2CCCCC2)Cc2ccccc2-c2nc(SCc3ccccc3)[nH]c(=O)c21 (stereo not drawn)	-4	1.1	-5	-0.1
Cc1cc(NCCO)nc(-c2c(C)noc2C)n1	-1	-2.0	-1	0.2
COc1ccc(C2(CNC(=O)COc3ccc(Cl)cc3)CCOCC2)cc1	12	0.8	-8	0.4
O=[N+]([O-])c1cccc(-c2nnn(CN3CCOCC3)n2)c1	10	-0.3	4	-0.1
CC(=O)Nc1ccc(CN2CCOc3ccc(CN4CCC(O)CC4)cc3C2)cc1	-3	-0.2	-5	0.6
O=[N+]([O-])c1cc(S(=O)(=O)N2CCOCC2)ccc1NC1CCCC1	6	0.7	3	-0.2
O=C(N/N=C/c1cc([N+](=O)[O-])ccc1O)c1ccc2ccccc2c1O	20	0.7	6	0.0
CCCNC(C)C(=O)Nc1ccc(C(C)=O)cc1 (stereo not drawn)	3	-0.3	-11	-0.2
COc1cc(C2N(c3ccc(Cl)cc3)N=C(C(C)=O)N2c2ccc(N3CCOCC3)cc2)ccc1OCc1ccc(Cl)cc1 (stereo not drawn)	-12	-0.3	-26	-0.3

Quoted from the results shown, twelve compounds:
SMILES	MITF primary	GPR151 activ	TEAD-YAP block	FBW7 activator
COc1cc(N2CCN(S(=O)(=O)c3ccc4ccccc4c3)CC2)nc(C)n1	-1	-0.5	-5	-0.1
O=c1c2ccccc2nc(SCc2c(F)cccc2F)n1C1CCCCC1	-19	-1.9	-6	0.0
O=C(Nc1c2c(nn1-c1ccc(Cl)cc1)CS(=O)(=O)C2)C12CC3CC(CC(C3)C1)C2	-4	-0.6	0	0.0
CCOC(=O)c1cnc(SCC(=O)Nc2c(F)c(F)cc(F)c2F)nc1N	1	-0.8	-6	-0.1
CC(C)c1ccc(NC(=O)C2C3C=CC4(O3)C2C(=O)N(CCN2CCOCC2)C4C(=O)NC2CCCCC2)cc1 (stereo not drawn)	-12	-0.4	4	0.0
O=C1CN(C(=O)c2ccc(Cl)cc2)c2ccccc2N1	11	-0.5	-7	0.1
O=C(COC(=O)CCN1C(=O)C2CC=CCC2C1=O)Nc1ncc(Cl)cc1Cl (stereo not drawn)	-12	0.7	5	-0.1
CC(C)OCCCN1C(=O)C2C(C(=O)Nc3ccc(Cl)c(Cl)c3)C3C=CC2(O3)C1C(=O)NC1CCCCC1 (stereo not drawn)	-8	-0.4	-1	-0.1
CCC1(C2CCCCC2)Cc2ccccc2-c2nc(SCc3ccccc3)[nH]c(=O)c21 (stereo not drawn)	-4	1.1	-5	-0.1
Cc1cc(NCCO)nc(-c2c(C)noc2C)n1	-1	-2.0	-1	0.2
COc1ccc(C2(CNC(=O)COc3ccc(Cl)cc3)CCOCC2)cc1	12	0.8	-8	0.4
O=[N+]([O-])c1cccc(-c2nnn(CN3CCOCC3)n2)c1	10	-0.3	4	-0.1

(further entries)
SMILES	MITF primary	GPR151 activ	TEAD-YAP block	FBW7 activator
Nc1nc(NCc2cccnc2)nc2c1ncn2CCN1CCCC1=O	7	-0.9	-22	-0.1
CCOC(=O)C1(CCc2ccccc2)CCN(C(=O)CCc2ccncc2)CC1	-4	1.9	-4	-0.1
Cc1cc(C)c(OCCOCCn2c(-c3ccc(Cl)cc3)nc3ccccc3c2=O)c(C)c1	9	-1.6	-4	0.9
CCCCOCCCNC(=O)c1c(-c2ccccc2Cl)noc1C	31	-0.9	-11	0.4
COc1ccc(C(=O)N/N=C2/CCCC(C)C2)cc1 (stereo not drawn)	0	-1.2	-24	-0.1
Cc1ccc(-n2cc(-c3ccccc3)c3c(NCCCO)ncnc32)cc1	12	-1.4	-8	-0.1
COC(=O)C1=CN(Cc2ccc(Cl)cc2)C=C(C(=O)OC)C1c1ccc(OC)c(O)c1	-7	2.1	-7	0.0
CCCN(CCC)C(=O)c1cc(S(=O)(=O)N2CCOCC2)cn1C	2	2.2	-6	0.0
CC(=O)Nc1ccc(NC(=O)CSc2nc(N)cc(N)n2)cc1	4	-0.1	-3	0.2
COc1ccc2cc(C)c3nn(CC(=O)N4CCN(C(C)=O)CC4)c(=O)n3c2c1	2	0.1	-8	-0.1
COc1ccc(C(=O)CC(c2ccc(Cl)cc2)S(=O)(=O)c2ccccc2)cc1 (stereo not drawn)	-5	2.8	4	-0.2
COC(=O)NCN1C(=O)C2C3C=CC(C3)C2C1=O (stereo not drawn)	-10	0.1	-6	0.0
CCOC(=O)N/N=C\c1ccc(C)s1	1	0.3	-12	-0.1
O=C(O)CN1C(=O)/C(=C/c2cccc(Br)c2)Sc2ccccc21	-5	4.1	-7	-0.2
COc1ccc(S(=O)(=O)NCCOC23CC4CC(CC(C4)C2)C3)cc1	15	2.1	5	0.0
COc1cc(NS(=O)(=O)c2ccc(NC(=O)COc3ccc(Cl)cc3Cl)cc2)nc(OC)n1	4	-1.2	-6	0.0
Cc1nc2sc3c(c2c2nnc(SCC(=O)NNC(=O)c4ccco4)n12)CCCC3	1	0.4	10	-0.1
COc1ccc(NC(=O)Cn2cnc3c2c(=O)n(C)c(=O)n3C)c(OC)c1	6	0.9	13	-0.2
Cc1cccc(C(=O)NCCN2CCn3cc(OCc4ccc(F)cc4)c(=O)cc3C2=O)c1	15	-2.4	7	0.5
COc1ccc(OC)c(NC(=O)CN(c2cccc(Br)c2)S(C)(=O)=O)c1	11	-0.5	-10	0.2
COc1cc(/C=C2\SC(=S)N(Cc3ccco3)C2=O)ccc1OCC(=O)O	3	-0.9	8	-0.2
CCCCOc1ccc(C(=O)Nc2cc(C)on2)cc1	-2	0.2	-37	0.0
Cc1ccc(-c2cnc(NCc3cccc([N+](=O)[O-])c3)n2C)cc1	65*	-0.1	7	0.0
C=CCNC(=O)c1c[nH]c2ccc(S(=O)(=O)N(C)c3ccc(CC)cc3)cc2c1=O	17	-0.7	1	0.8
COc1ccc(CC(=O)N2CCn3cnnc3C2)cc1	22	-0.8	-9	0.8
(continued)
SMILES	MITF primary	GPR151 activ	TEAD-YAP block	FBW7 activator
COc1ccc2c(c1)CC(c1nc3ccc(-c4cccnc4)cc3o1)CO2 (stereo not drawn)	-9	2.5	-3	-0.2
CCc1ccc(N2C(=O)CC(Sc3ccccn3)C2=O)cc1 (stereo not drawn)	9	0.9	0	0.0
Cc1ccccc1CNC(=O)C(C)SCc1ccccc1 (stereo not drawn)	3	0.3	5	0.5
CCOc1ccc(NC(=O)CN(c2ccccc2OC)S(=O)(=O)c2ccc(C)cc2)cc1	3	1.4	-13	-0.1
COC(=O)/C(=C/C(=O)c1ccccc1)Nc1ccccc1C#N	12	1.5	-27	-0.1
Cc1ccc(N(C(=O)Nc2ccccc2C)C2=NCCC2)cc1Cl	-6	0.4	11	-0.1
CCCC1=NN2C(=N)/C(=C/c3cn(Cc4ccccc4Cl)c4ccccc34)C(=O)N=C2S1	-2	0.2	-1	0.1
Cc1ccc(NC(=O)CN(c2cc(C(F)(F)F)ccc2Cl)S(=O)(=O)c2ccccc2)cc1C	3	2.6	4	0.0
CCOC(=O)c1cc2c(ccc3ccccc32)o1	17	-0.8	-20	0.3
Cc1cccc(-n2nc3c(c2NC(=O)C24CC5CC(CC(C5)C2)C4)CS(=O)C3)c1C (stereo not drawn)	13	-0.1	5	0.1
CCOC(=O)C(NCCC(=O)c1ccc(Cl)cc1)C(C)O (stereo not drawn)	14	-0.6	-6	0.1
CC1(C)OC(=O)C2=C(OC2c2cc([N+](=O)[O-])ccc2N2CCOCC2)O1 (stereo not drawn)	0	-1.8	-7	-0.3
CC(C(=O)Nc1ccc(Br)cc1)N(c1ccccc1)S(C)(=O)=O (stereo not drawn)	-10	0.4	2	0.1
CCC1CN(Cc2cc(OC)ccc2O)Cc2cc(OC)ccc2O1 (stereo not drawn)	-15	1.2	-13	-0.1
O=C(NCCCn1ccnc1)c1csc2nc(-c3ccc(F)cc3)cn12	3	-1.3	-8	-0.1
CCCCNC(=O)/C(=C\c1ccc(Cl)cc1)NC(=O)c1ccc([N+](=O)[O-])cc1	1	-1.9	-13	-0.1
O=C(O)C1CCCN1S(=O)(=O)c1cccc2nsnc12 (stereo not drawn)	-5	-1.9	1	0.5
CCCCOc1cccc(C(=O)Nc2c3c(nn2C)CCC3)c1	3	0.0	-9	-0.1
COC(=O)c1ccc(NC(=O)Cn2ccnc2)cc1	13	0.0	0	0.0
NC(=O)c1ccsc1NC(=O)COc1ccccc1	-1	-5.2	-44	0.1
CC(C)n1c(-c2ccc(N3CCOCC3)nc2)nc2c(NC3CC3)ncnc21	13	-0.8	-3	0.0
COc1ccc(N2C(=O)CC(N3CCN(Cc4ccc(Cl)cc4)CC3)C2=O)cc1 (stereo not drawn)	-9	-1.9	8	0.0
COc1ccc(-c2nc(NC3CC3)c3ncn(-c4ccsc4)c3n2)cn1	11	0.1	24	1.0
COCCOC(=O)C1=C(C)NC(=O)NC1c1cn(-c2ccccc2)nc1-c1c(C)cc(C)cc1C (stereo not drawn)	-1	2.7	8	0.0
COc1cccc(NC(=O)N2CCC(CN3CCOCC3)CC2)c1	8	-0.5	4	-0.1
Other entries follow:
SMILES	MITF primary	GPR151 activ	TEAD-YAP block	FBW7 activator
O=c1[nH]c(SCc2nc3ccccc3[nH]2)nc2ccccc12	2	0.0	-2	-0.4
O=C(COc1ccccc1Cl)NCc1ccccc1	11	-0.9	-38	0.0
COc1ccc(CCNc2cc(C)nc(N3CCN(Cc4ccc5c(c4)OCO5)CC3)n2)cc1	10	2.3	-1	-0.1
Cn1cc(/C=C2\NC(=O)N(Cc3ccc(Cl)cc3)C2=O)c2ccccc21	8	1.9	10	-0.4
CCc1cccc(NC(=O)CN(C)S(=O)(=O)c2cc3c(cc2Cl)NC(=O)CO3)c1	6	-0.2	1	0.6
CC(=O)N(C)c1nc(-c2ccccc2C)ccc1C(=O)NCc1ccco1	-2	2.0	-2	0.2
COc1ccc(C(=O)N(Cc2nc(-c3ccc(Cl)cc3)no2)C(C)C)cc1[N+](=O)[O-]	-14	-0.2	4	0.1
COc1ncccc1C(=O)N1CCC(C(=O)Nc2cc(C)on2)CC1	18	-0.5	0	0.1
COC(=O)c1ccc(NC(=O)COc2c(C)cccc2C)cc1	11	-1.1	3	0.1
c1nc(NCCN2CCOCC2)cc(N2CCC(N3CCOCC3)CC2)n1	-7	-0.2	-3	-0.1
O=C(O)c1ccc2c(c1)C(=O)N(CCc1ccccc1)C2=O	10	-4.9	-2	0.6
O=C(NCc1ccccc1)c1cc(C2CC2)[nH]n1	-11	-0.4	-33	-0.1
COc1cccc(/C=N/NC(=O)Cc2ccc(Cl)cc2)c1OC	16	-0.2	2	0.0
O=C(N/N=C/c1ccc(C(=O)O)cc1)C(=O)Nc1cccc2ccccc12	-1	-1.1	14	0.1
Cc1cccc(NC(=O)Cn2c(C)c(C#N)c3ccccc32)c1C	1	0.2	17	-0.1
O=C(CNc1ccc2ccccc2c1)N/N=C/c1ccccc1[N+](=O)[O-]	1	1.9	3	-0.1
O=C1NCCN(C2Cc3ccccc3C2)C1CC(=O)N1CCN(c2ncccn2)CC1 (stereo not drawn)	-1	1.7	1	-0.2
O=C(CSc1ncnc2sc3c(c12)CCC3)NC1CCCC1	27	-0.3	-9	-0.1
CCOC(=O)N1CCN(C(=O)NC2(C(F)(F)F)Oc3ccc(Cl)cc3O2)CC1 (stereo not drawn)	-2	-0.1	-21	-0.1
CC(C)Nc1cc(N2CCN(S(=O)(=O)c3ccc(Cl)cc3)CC2)ccc1[N+](=O)[O-]	-8	0.2	-6	-0.3
COc1ccc(C(=O)NC(C)C(c2cccs2)N2CCOCC2)c(OC)c1 (stereo not drawn)	16	-1.1	-4	0.6

Bioassay records (PubChem BioAssay)
